Screening results as filed in PubChem BioAssay.
ALOX12 inh – ALOX12 (human) lipoxygenase inhibition; P18054; purified 12hLO, xylenol orange hydroperoxide absorbance; Potency, µM (titrated, usually from 108 µM), for the others: top-dose activity change, negative = inhibition, usual class: inhibitors; actives 1.1% (n = 580,000); note: potency is the fitted concentration of half-maximal effect; % is set by controls: 0 for no effect and ±100 for the full control effect
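Hydroperoxide product was detected by ferrous iron/xylenol orange as the 573 to 405 nm absorbance ratio. Arachidonic acid at 40 uM (final) was turned over for 30 min at room temperature by 150 nM human 12hLO, pH 7.0 Hepes buffer, after 15 min compound preincubation.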
LDHA block – LDHA (human) enzyme inhibition. P00338. purified LDHA, NADH/diaphorase-resazurin fluorescence; hits give low values. activity change, % (values are at about 110 or 230 µM). actives 0.15% (n = 480,000). AID 1347041; in the data active = activity change below about -30%; inconclusive = mostly about -25% to -30%;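 note: plate controls were DMSO wells for no effect and wells without enzyme for full effect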
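LDH5 2 nM; NADH 0.06 mM, pyruvate 0.2 mM; 200 mM Tris pH 7.4, EDTA, Tween-20; 5 min RT. Detection: diaphorase 0.133 mg/mL + resazurin 37 µM, fluorescence ex540/em590 at 0 and 20 min; normalized to enzyme-free and DMSO wells.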
Vif-A3G inh – Vif-A3G binding inhibition. AID 602310. Q9HC16. Potency, µM (top dose mostly 46.1 µM), inactives show at the highest dose activity, negative = active, hits mostly inhibitors. actives 0.076% (n = 410,000). HeLa A3G-eYFP + Vif (tagged APOBEC3G with the HIV-1 protein that degrades it), YFP fluorescence, overnight;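 note: potency is the fitted concentration of half-maximal effect; % is set by controls: 0 for no effect and ±100 for the full control effect; nearly all actives have a fitted effect of over 60% in size; hits raise eYFP signal because A3G escapes Vif-driven loss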
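HeLa cells stably expressing Vif and C-terminally eYFP-tagged A3G, seeded overnight at 37 deg C, then exposed to compound by pintool overnight at 37 deg C. Rise in yellow fluorescence (Ex 488/Em 500-530, Acumen) marks blocked Vif-driven A3G degradation.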
RGS4 inh – human RGS4 inhibition; P49798; Transcreener GDP fluorescence polarization, RGS4-accelerated GTP hydrolysis; Potency, µM (doses to about 114 µM), for the others: top-dose activity change, negative = inhibition, most hits filed as inhibitors; actives 0.039% (n = 390,000); AID 504845; note: potency is the fitted concentration of half-maximal effect; % is set by controls: 0 for no effect and ±100 for the full control effect; nearly all actives have a fitted effect of over 75% in size; some results filed as inactive show a strong effect at the top dose
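MLSMR compounds (23 nl, pin-transferred) preincubated 10 min at room temperature with a 500nM (2x) first reagent, then RGS4 at 900nM (2x) plus Transcreener GDP mix added; fluorescence polarization (620/688 nm) read before and after 90 min at 30 °C.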
D2 ag – agonists of human D2 dopamine receptor | activation, % at 2 µM | P14416 | actives 0.53% (n = 340,000) | AID 485358 | HEK293 T-REx D2 cells, calcium flux agonist mode;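 active = activation over 3 SD above normal in the single-dose calcium agonist read, cut at about 30% in these data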; note: 0% is about no effect
Target sequence (P14416 whole entry, looked up): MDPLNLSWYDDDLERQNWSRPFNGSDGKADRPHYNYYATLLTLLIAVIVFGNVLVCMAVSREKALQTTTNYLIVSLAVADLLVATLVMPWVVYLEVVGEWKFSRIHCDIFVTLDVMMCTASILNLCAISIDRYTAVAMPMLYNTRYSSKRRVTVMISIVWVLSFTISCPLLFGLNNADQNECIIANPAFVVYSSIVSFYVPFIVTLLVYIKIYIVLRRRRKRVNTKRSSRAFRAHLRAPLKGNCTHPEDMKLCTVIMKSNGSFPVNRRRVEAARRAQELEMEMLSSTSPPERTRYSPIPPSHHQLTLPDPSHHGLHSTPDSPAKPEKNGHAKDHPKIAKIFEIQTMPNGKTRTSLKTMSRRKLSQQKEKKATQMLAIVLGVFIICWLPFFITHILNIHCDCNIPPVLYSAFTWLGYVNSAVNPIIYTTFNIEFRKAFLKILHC
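Agonism is scored from calcium flux in a force-coupled, inducible HEK293 cell line expressing D2, read kinetically for 180 s after compound addition against dopamine controls.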
GRP78 ERSR act – inducers of ER stress response in human glioma cells | U87-MG GRP78 promoter luciferase reporter, 16 h | Potency, µM, for the others: top-dose activation, actives largely listed as activators | actives 0.02% (n = 420,000) | AID 602332; note: potency is the fitted concentration of half-maximal effect; series mostly up to about 76 µM; % of control where 0% means no effect; nearly all actives have a fitted effect of over 35% in size
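Stably transfected U87-MG glioma cells carrying a GRP78-based luciferase sensor; 16 h compound incubation. Luminescence end-point read 10 min after Bright-Glo addition at room temperature.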
ERG-DNA inh – blocks human ERG Ets domain binding to DNA | P11308 | fluorescence polarization, His-ERG Ets domain / labelled DNA | Potency, µM (series often up to 76.9 µM), for inactives: top-dose FP activity, negative = inhibition, hits mostly inhibitors | actives 0.028% (n = 370,000); active = well fitted inhibition curve with a large enough effect in the polarisation, with a control signal flat; inconclusive = small, poorly fitted or top-dose-only effect, or effect the other way, or a change in a side signal; inactive = no such curve, though single readings can be large or run the other way; the % refers to the polarisation;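 note: polarization taken with two DNA probes labelled with fluorescein and Texas red; potency is the fitted concentration of half-maximal effect; % of control where 0% means no effect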
Target sequence (P11308 whole entry, looked up, the tested form may be a part): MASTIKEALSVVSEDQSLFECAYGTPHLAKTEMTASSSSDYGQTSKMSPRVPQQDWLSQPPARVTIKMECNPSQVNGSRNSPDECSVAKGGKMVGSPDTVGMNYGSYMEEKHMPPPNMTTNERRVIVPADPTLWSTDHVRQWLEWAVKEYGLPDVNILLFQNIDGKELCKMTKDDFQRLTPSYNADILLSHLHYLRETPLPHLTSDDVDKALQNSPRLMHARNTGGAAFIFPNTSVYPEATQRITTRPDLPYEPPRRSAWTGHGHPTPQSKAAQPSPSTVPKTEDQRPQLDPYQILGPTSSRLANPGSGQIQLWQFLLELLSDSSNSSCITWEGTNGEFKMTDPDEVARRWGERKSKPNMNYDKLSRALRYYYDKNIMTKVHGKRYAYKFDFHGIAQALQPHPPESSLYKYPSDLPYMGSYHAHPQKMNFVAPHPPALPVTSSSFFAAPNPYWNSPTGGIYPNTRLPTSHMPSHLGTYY
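His-tagged ERG Ets domain (1 uM in the protein solution; 300mM KCl, 50mM Tris-HCl, 1mM EDTA, 1mM DTT, pH 7.5) received compound, then a probe mix of 5 nM fluorescein-DNA and 100nM Texas-615-DNA. Fluorescence polarization was read for both dyes.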
Vif-APOBEC3F blk – Vif-A3F binding inhibition | HeLa A3F-eYFP + Vif (tagged APOBEC3F with the HIV-1 protein that degrades it), YFP fluorescence increase | actives 0.2% (n = 390,000) | Potency, µM (top dose mostly 46.1 µM), for inactives: at the highest dose activity, negative = active; note: potency is the fitted concentration of half-maximal effect; % of control where 0% means no effect; nearly all actives have a fitted effect of over 65% in size
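Fluorescence increase (Ex 488/Em 500-530) after overnight compound treatment at 37 deg C flags inhibition of Vif-driven A3F-eYFP loss in stable HeLa A3F-eYFP/Vif cells seeded overnight beforehand.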
D2 antagonist – D2 dopamine receptor (human) antagonism; P14416; HEK293 TREx D2 cells, calcium flux, dopamine EC80; inhibition, % at 10 µM; actives 2% (n = 340,000); in the data active = inhibition above about 30%; note: 0% is about no effect
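Overnight-induced (tetracycline, 30 C) HEK293 T-REx cells carrying force-coupled D2 receive a no-wash calcium dye, then compound, then EC80 dopamine at 180 s; signals are read kinetically throughout.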
* hit, by the source's call; ? = inconclusive; nt = not tested or not shown; & = joins results of further samples; [ ] = another dose, or the depositor's remark. Unless noted, calls come from the whole dose curve; as a rule, active = well fitted curve in the direction sought with a large enough effect; inconclusive = small, poorly fitted or top-dose-only effect, or another doubt; inactive = no such curve, though single readings can be large; an effect the other way counts as inactive or inconclusive.

Under each structure: ALOX12 inh | RGS4 inh | Vif-APOBEC3F blk | GRP78 ERSR act | D2 antagonist | D2 ag | Vif-A3G inh | LDHA block | ERG-DNA inh
Cc1cc(C)nc(SCc2ccccc2C#N)n1
 : 0% | -26% | 7% | -1% | 1 | -0.9 | -10% | 0 | -1%
COc1ccc(CCC(=O)OCC(=O)c2cccc(OC)c2)cc1
 : 1% | 12% | 1% | -9% | -14 | -1.2 | 3% | -7 | 7%
C/C(=N\NC(=O)c1c(Cl)cnn1C)c1ccc(NC(=O)c2ccncc2)cc1
 : -2% | -5% | 4% | -1% | -6 | -0.5 | -7% | -1 | 13%
Cc1ccc(S(=O)(=O)N2CCN(C(C)C(=O)N3CCCc4ccccc43)CC2)cc1 (stereo not drawn)
 : 7% | -24% | nt | -9% | 2 | 0.4 | 0% | -3 | 4%
c1csc(C2C3=C(Nc4ncnn42)c2ccccc2OC3)c1 (stereo not drawn)
 : -22% | 5% | nt | 0% | -1 | 0.5 | 0% | -5 | -1%
COc1cc(NC(=O)N2CCC(CN3CCOCC3)CC2)cc(OC)c1OC
 : -2% | -1% | -3% | -2% | nt | 0.9 | 3% | 2 | 1%
CCC(CO)Oc1cc(NC(=O)c2cccc(OC)c2)c2ncn(C(C)C)c2c1 (stereo not drawn)
 : -19% | 8% | 5% | -7% | nt | nt | -3% | 1 | 2%
Nc1ccc(C(=O)C(=O)c2ccc(N)cc2)cc1
 : 267%[activator] | 27% | -3% | 1% | 21 | 0.2 | 2% | -14 | 13%
COc1ccc(-c2cn3c(n2)sc2cc(C(=O)NCc4ccccc4OC)ccc23)cc1
 : -16% | 6% | -2% | 2% | nt | 0.7 | -7% | -6 | 1%
c1ccc(Cn2nnc3c(N4CCCC4)ncnc32)cc1
 : 9% | 32% | -8% | -3% | 9 | -0.6 | -6% | -7 | 0%
Nc1ccc(CCc2nc3ccccc3o2)cc1
 : 23% | -13% | -3% | -6% | 23 | 0.9 | -3% | 1 | 4%
CCc1cc(=O)oc2c(CN3CCN(C)CC3)c(O)ccc12
 : -21% | -8% | 5% | 0% | 10 | 0.2 | 1% | -2 | 5%
O=C(Nc1cccc(S(=O)(=O)Nc2ccccc2F)c1)c1ccco1
 : -5% | -19% | -13% | -3% | nt | nt | -5% | -6 | -6%
O=C(NCc1ccc(Cl)cc1)C(=O)Nc1nccs1
 : -8% | -3% | -30% | -2% | -10 | 2.4 | -5% | -4 | -1%
Cc1onc(-c2ccccc2Cl)c1NC(=O)NCc1cccs1
 : -5% | -11% | 3% | -3% | -3 | -0.2 | -3% | -6 | -1%
CCC1Sc2ccc(S(=O)(=O)Nc3ccc(OC)c(OC)c3)cc2NC1=O (stereo not drawn)
 : -19% | -20% | 3% | -5% | 6 | 0.3 | 4% | -3 | -3%
N#CC1=C(N)Oc2n[nH]c(-c3cccs3)c2C1c1cccs1 (stereo not drawn)
 : -12% | ? | 6% | 6% | 2 | -0.2 | 0% | 6 | -6%
O=C(CCc1ccccc1)Nc1nc2n(n1)C(c1ccccc1)CC(=O)N2 (stereo not drawn)
 : 180%[activator] | 16% | -4% | -3% | 1 | 0.2 | 1% | -5 | 1%
O=C1C[C@@H]2c3c(cccc3CN1Cc1ccc(Br)cc1)C[C@@H](O)[C@H]2O
 : ? | -15% | 2% | -6%&0% | nt | nt | 2%&1% | -3 | -9%
Cc1nc(SCC(=O)NCCc2ccccc2)n[nH]1
 : -25% | -12%[11.4 µM] | -3% | -7% | 15 | 0.3 | -4% | -4 | -1%

Next section, starting with the last 2 of the part before.
Under each structure: ALOX12 inh | RGS4 inh | Vif-APOBEC3F blk | GRP78 ERSR act | D2 antagonist | D2 ag | Vif-A3G inh | LDHA block | ERG-DNA inh
O=C1C[C@@H]2c3c(cccc3CN1Cc1ccc(Br)cc1)C[C@@H](O)[C@H]2O
 : ? | -15% | 2% | -6%&0% | nt | nt | 2%&1% | -3 | -9%
Cc1nc(SCC(=O)NCCc2ccccc2)n[nH]1
 : -25% | -12%[11.4 µM] | -3% | -7% | 15 | 0.3 | -4% | -4 | -1%
C(=N\N1CCN(Cc2ccccc2)CC1)/c1cccnc1
 : -11% | -19% | 9% | 0% | 1 | -0.4 | -1% | -7 | 0%
COCCN(C(=O)COC(=O)Cc1cccc2ccccc12)c1c(N)n(Cc2ccccc2)c(=O)[nH]c1=O
 : -13% | -5% | -8% | -5% | 6 | 1.3 | -5% | -5 | -3%
CCOc1ccc(NC(=O)C2(c3ccc(OC)c(OC)c3)CCCC2)cc1
 : -9% | -18% | -1% | -5% | -5 | 0.3 | -1% | 3 | -8%
O=C(Cc1ccccc1)NCC(=O)OCC(=O)c1ccc2ccccc2c1
 : nt | 2% | nt | -3% | nt | nt | -1% | -2 | nt
Cn1c(=O)c2c(nc(CN3CCN(C(=O)c4ccco4)CC3)n2Cc2ccccc2)n(C)c1=O
 : ? | -5% | 1% | -1% | -2 | 0.0 | -1% | 2 | 2%
CCCn1c(N)c(C(=O)CSc2nncs2)c(=O)[nH]c1=O
 : 17% | 1% | 2% | -3% | -3 | 0.9 | -2% | -4 | -1%
O=C(c1cccnc1)n1nc(-c2ccco2)nc1NCc1cccs1
 : 1% | -12% | -15% | 6% | 11 | -1.1 | -2% | -1 | -13%
COc1ccccc1NC(=O)CN1C(=O)NC(CC(C)C)C1=O (stereo not drawn)
 : -10% | 28% | -9% | 0% | -4 | 0.2 | -1% | -10 | 1%
COc1ccc(NC(=O)C(NC(=O)/C=C\c2ccc3c(c2)OCO3)c2ccc(C)cc2)cc1 (stereo not drawn)
 : ? | 15% | -1% | -5% | nt | 0.4 | -9% | -5 | 5%
O=C(NCCc1ccccc1)c1ccccc1[N+](=O)[O-]
 : 10% | -11% | 0% | 8% | 2 | 2.7 | -5% | -3 | 3%
COc1ccccc1CNC(=O)c1ccc2c(c1)CCN2S(=O)(=O)c1ccccc1
 : 1% | 24% | 0% | -4% | nt | 0.3 | 2% | -1 | -11%
O=C(CNC(=O)c1ccccc1)OCc1cc(=O)n2nc(C3CCCCC3)sc2n1
 : -6% | -11% | 1% | -2% | nt | -0.1 | 2% | -2 | 0%
CCN(CC)C(=O)C1CCN(Cc2ccc(Br)cc2)CC1
 : ? | 3% | 5% | -4% | 4 | 2.2 | -2% | -17 | -12%
CCCc1cc(=O)[nH]c(SCC(=O)c2cc(C)n(CCOC)c2C)n1
 : -58% | 14% | 1% | -1% | 5 | 0.0 | -4% | -1 | -10%
O=C(O)c1cccc(NS(=O)(=O)c2ccc(NC(=O)c3ccco3)cc2)c1
 : -2% | 20% | 3% | -5% | -27 | 0.0 | 7% | -8 | -2%
CC1CN(CCOc2ccccc2C(C)C)CC(C)O1 (stereo not drawn)
 : ? | 11% | -5% | -3% | 6 | -0.1 | 1% | -11 | 9%
O=C(CN1CCC(C(=O)c2ccc(Cl)cc2)CC1)NC1CCCC1
 : -1% | 11% | 9% | -3% | -6 | -3.2 | -1% | -11 | 7%
Cc1ccc(Cl)cc1NC(=O)CCS(=O)(=O)c1ccc2c(c1)n(C)c(=O)c(=O)n2C
 : ? | -2% | 1% | -3% | nt | -1.1 | 1% | 3&-8 | 0%
CCOC(=O)c1c(C)[nH]c(C(=O)CSc2nc(C)cc(C)n2)c1C
 : -23% | 2% | 1% | -2% | -11 | -0.1 | -5% | -7 | 3%
O=C(Nc1nccs1)C1CCCN1S(=O)(=O)c1ccc(Cl)cc1 (stereo not drawn)
 : ? | 0% | 2% | -2% | nt | nt | -1% | -2 | nt

Grouped by structure, the compounds so far containing an NH in an aromatic ring
Under each structure: ALOX12 inh | RGS4 inh | Vif-APOBEC3F blk | GRP78 ERSR act | D2 antagonist | D2 ag | Vif-A3G inh | LDHA block | ERG-DNA inh
N#CC1=C(N)Oc2n[nH]c(-c3cccs3)c2C1c1cccs1 (stereo not drawn)
 : -12% | ? | 6% | 6% | 2 | -0.2 | 0% | 6 | -6%
Cc1nc(SCC(=O)NCCc2ccccc2)n[nH]1
 : -25% | -12%[11.4 µM] | -3% | -7% | 15 | 0.3 | -4% | -4 | -1%
COCCN(C(=O)COC(=O)Cc1cccc2ccccc12)c1c(N)n(Cc2ccccc2)c(=O)[nH]c1=O
 : -13% | -5% | -8% | -5% | 6 | 1.3 | -5% | -5 | -3%
CCCn1c(N)c(C(=O)CSc2nncs2)c(=O)[nH]c1=O
 : 17% | 1% | 2% | -3% | -3 | 0.9 | -2% | -4 | -1%
CCCc1cc(=O)[nH]c(SCC(=O)c2cc(C)n(CCOC)c2C)n1
 : -58% | 14% | 1% | -1% | 5 | 0.0 | -4% | -1 | -10%
CCOC(=O)c1c(C)[nH]c(C(=O)CSc2nc(C)cc(C)n2)c1C
 : -23% | 2% | 1% | -2% | -11 | -0.1 | -5% | -7 | 3%

Some of the compounds tested; the hit share may differ from the screen's.
